FEN1 inhibitor: blocks human flap endonuclease 1; AID 588795; hit rate 0.35% among 390,000; Recombinant FEN1 flap cleavage, fluorescence, 15 min; Potency, µM (series often up to 114 µM), inactives show at the highest dose activity change, negative = inhibition, most hits filed as inhibitors; further: nearly all actives have a fitted effect of over 65% in size
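Recombinant FEN1 (10 nM) was preincubated with pin-transferred compounds for 15 min at room temperature, then flap DNA substrate (50 nM final) was added. Plates were read at 0 and 15 min, and normalized concentration–response data were fitted to a four-parameter Hill equation.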
N370S GC mod: N370S glucocerebrosidase modulation, Gaucher chaperone candidate. N370S GC spleen homogenate, 4MU-glucoside fluorescence. Potency, µM (series often up to 59.4 µM), for the others: top-dose activity change, negative = inhibition, hits mostly inhibitors. hit rate 0.092% among 330,000. AID 2101;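 further: 0% = full enzyme activity and -100% = no enzyme basal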
KAT2A inh: inhibitors of human GCN5L2 histone acetyltransferase; Q92830; GCN5L2 HAT assay, ThioGlo1 CoA-SH fluorescence; Potency, µM (doses to about 58.9 µM), for inactives: top-dose activity change, negative = inhibition, usual class: inhibitors; hit rate 0.21% among 390,000; AID 504327
Target sequence (Q92830 whole entry, looked up): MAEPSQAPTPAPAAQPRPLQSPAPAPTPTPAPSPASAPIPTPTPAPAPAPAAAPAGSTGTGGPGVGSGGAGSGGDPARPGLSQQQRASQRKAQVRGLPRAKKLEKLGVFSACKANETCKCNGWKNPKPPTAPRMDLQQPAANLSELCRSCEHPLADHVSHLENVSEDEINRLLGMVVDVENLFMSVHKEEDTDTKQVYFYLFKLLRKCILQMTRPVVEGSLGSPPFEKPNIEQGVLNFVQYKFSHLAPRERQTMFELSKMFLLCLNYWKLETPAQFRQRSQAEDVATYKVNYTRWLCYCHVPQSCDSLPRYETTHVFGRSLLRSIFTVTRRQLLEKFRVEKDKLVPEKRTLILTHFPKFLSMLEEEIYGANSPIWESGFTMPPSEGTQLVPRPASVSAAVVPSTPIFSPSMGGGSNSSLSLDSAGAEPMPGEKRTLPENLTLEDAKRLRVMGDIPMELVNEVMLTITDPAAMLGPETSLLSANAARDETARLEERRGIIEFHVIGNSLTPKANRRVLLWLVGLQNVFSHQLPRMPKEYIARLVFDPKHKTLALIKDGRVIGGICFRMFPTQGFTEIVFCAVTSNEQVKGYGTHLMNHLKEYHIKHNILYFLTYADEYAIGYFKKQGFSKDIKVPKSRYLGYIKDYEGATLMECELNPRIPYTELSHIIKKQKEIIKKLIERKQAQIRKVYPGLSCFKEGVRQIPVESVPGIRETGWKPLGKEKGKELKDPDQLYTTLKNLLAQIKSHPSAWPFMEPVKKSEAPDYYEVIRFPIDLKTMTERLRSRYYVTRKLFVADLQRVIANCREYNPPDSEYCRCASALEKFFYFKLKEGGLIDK
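GCN5L2 (20nM final) in 50mM HEPES, 0.1mM EDTA pH 7.5, 0.01% Tween-20 was preincubated 15 min at room temperature with compound, then given ThioGlo1 (50uM), H3(1-25) peptide (75uM) and acetyl-CoA (70uM); CoA-thiol fluorescence (Ex340/Em540) was read at 0 and 20 min.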
* = called active by the depositor; ? = inconclusive; . = no result given; & = joins results of further samples; [ ] = remark or other dose. The call rests on the fitted dose curve; in most records, active means well fitted curve in the direction sought with a large enough effect; inconclusive means small, poorly fitted or top-dose-only effect, or another doubt; inactive means no such curve, though single readings can be large; an effect the other way counts as inactive or inconclusive. Unless noted, on the % scale 0 is the no-effect control and ±100 the full control effect; potency means the concentration at half of the fitted maximal effect. A portion of the library (hit frequency here may not be typical).

Start of the data: the first four compounds, ahead of the listing:
SMILES | FEN1 inhibitor | N370S GC mod | KAT2A inh
OCC1(CCOc2ccccc2)CCN(Cc2ccc(OC(F)F)cc2)CC1 | 2% | -14% | -7%
COc1ccc(-n2nnnc2C2CCN(S(=O)(=O)c3ccc(NC(C)=O)cc3)CC2)cc1 | -2% | . | 3%
O=C(Nc1cccc2cccnc12)c1ccc(-c2cccc(Cl)c2)o1 | -13% | . | -4%
CCC(C)NC(=O)NCc1ccccc1F (stereo not given) | 7% | 9% | 2%

The whole of this part (from the top)
SMILES | FEN1 inhibitor | N370S GC mod | KAT2A inh
OCC1(CCOc2ccccc2)CCN(Cc2ccc(OC(F)F)cc2)CC1 | 2% | -14% | -7%
COc1ccc(-n2nnnc2C2CCN(S(=O)(=O)c3ccc(NC(C)=O)cc3)CC2)cc1 | -2% | . | 3%
O=C(Nc1cccc2cccnc12)c1ccc(-c2cccc(Cl)c2)o1 | -13% | . | -4%
CCC(C)NC(=O)NCc1ccccc1F (stereo not given) | 7% | 9% | 2%
c1ccc(CSc2nnnn2-c2cccc3ccccc23)nc1 | 15% | 16% | -2%
O=C(CCC(=O)Nc1ccccc1Cl)NNC(=O)c1ccccc1[N+](=O)[O-] | 2% | 0% | -12%
CCOC(=O)C1(Cc2ccccc2C(F)(F)F)CCN(C2CCCC2)CC1 | -10% | ? | -3%
Cc1nnc(SCC(=O)NCc2cccc(F)c2)c2nn(-c3ccccc3)c(C)c12 | -11% | . | -12%
Cc1ccc(C(=O)COC(=O)CCc2ccc(S(=O)(=O)N3CCCCC3)cc2)cc1 | -2% | -10% | 33%[activator]
CC(C)NC(=O)c1cccc(NC(=O)CC2SC(N3CCCCC3)=NC2=O)c1 (stereo not given) | 4% | -3% | -15%
Cc1cccc(C)c1NC(=O)CSc1nnc(NC(=O)CN2CCOCC2)s1 | 2% | . | -6%
COc1cccc(CN2CC(C(=O)NCCN3CCOC3=O)CCC2=O)c1 (stereo not given) | -1% | 0% | 0%
CC(=N/O)/C(C)=N\NC(=O)c1ccccn1 | -6% | 1% | -2%
Cc1ccccc1OCc1csc(N)n1 | -2% | -9% | -8%
COc1cc(Cl)c(NC(=O)CN2C(=O)c3cccnc3Sc3ccccc32)c(OC)c1 | -15% | . | -2%
COc1cccc(N2C(=O)C(c3ccccc3)=C(c3nc4ccccc4s3)C2NC(C)=O)c1 (stereo not given) | 9% | . | -8%
CCCNC(=S)N1CCC(NC(=O)C23CC4CC(CC(C4)C2)C3)CC1 | -1% | -4% | 2%
COc1ccc([N+](=O)[O-])cc1NC(=O)CSCc1ccccc1 | -21% | 20% | -7%
O=C(N/N=C/c1ccccc1O)C(=O)Nc1ccccn1 | -1% | 4% | -6%
COCCNc1ccc(-c2nn(C)c(=O)c3ccccc23)cc1[N+](=O)[O-] | 20% | -10% | -7%
CSc1ccc(CNCCN2CCOCC2)cc1 | 20% | 3% | 8%
CCc1ccccc1N(C)C(=O)c1cn(CC(C)C)c(=O)c2cc(OC)c(OC)cc12 | 11% | . | -3%
O=C(O)c1cc(C(=O)O)c(C(=O)N(Cc2cccc(Oc3ccccc3)c2)[C@H]2CCCc3ccccc32)cc1C(=O)O | . | -2% | 7%
CC(C)c1nn(-c2cc(C(F)(F)F)ccn2)c(=O)o1 | 16% | -1% | -2%
COC(=O)c1nn(-c2ccccc2)c(Sc2ccc(Br)cc2)c1/C=N/O | -14% | 3% | -5%
Later entries:
SMILES | FEN1 inhibitor | N370S GC mod | KAT2A inh
CC1(C)CCC(=O)N2CC[C@H]3C[C@H](OC(=O)Nc4ccccc4)C[C@@H]1[C@H]32 | -7%&13% | -5% | -3%
CN1c2ccccc2C(C)(C)C12CCCC(=O)N2 (stereo not given) | 0% | 2% | 1%
CCCOc1ccc2c(C)c(CC(=O)OC)c(=O)oc2c1 | -2% | 10% | -2%
O=C(CCCc1nc(-c2ccccc2)no1)N1CCOCC1 | -13% | -14% | 3%
Cc1ccccc1-c1n[nH]c(=S)n1/N=C/c1ccc(-c2ccccc2Br)o1 | 10% | 8% | -9%
COc1ccc(SCC(Cc2ccccc2)N2CCN(CCc3ccccc3)CCC2=O)cc1 (stereo not given) | -26% | 3% | .
O=C(CSc1nc(-c2ccc(F)cc2)cc(C(F)(F)F)n1)NCCN1CCOCC1 | 0% | -11% | 1%
O=C(Nc1ccc(Cl)cn1)Nc1cccs1 | 1% | 22% | -11%[0.501 µM]
CC[C@@H]1C=C(C(=O)O)[C@H](c2cccc(C)c2)N1S(=O)(=O)c1ccc(C)cc1 | 5% | . | -6%
CCc1nnc(N/N=C/c2ccc(O)c(OC)c2)n1N | -18% | -4% | -5%
COc1ccc(CCNC(=O)C(NS(=O)(=O)c2cccc3nsnc23)C(C)C)cc1OC (stereo not given) | -4% | -2% | -6%
CCNc1ncc2nc(-c3cn(C)c4ccccc34)c(=O)n(Cc3cccs3)c2n1 | . | 16% | -1%
CCC[N+](C)(C)C(C)C(OC(C)=O)c1ccccc1 (stereo not given) | 8% | -4% | -9%
Cc1ccc(N(C(=O)COc2ccccc2C)S(=O)(=O)c2ccc(Cl)cc2)cc1 | -5% | . | -8%
N=C1/C(=C/c2cccn2Cc2ccc(Cl)cc2)C(=O)N=C2SC=CN12 | -6% | 3% | -5%
O=C(C[C@H]1C[C@H](C(=O)N2CCOCC2)[C@@]2(CCC3CCCC3)c3[nH]c4cc(-c5ccco5)ccc4c3CCN2C1=O)NCCc1ccccn1 | -27% | . | -11%
COc1cc2c(cc1OC)C(c1ccc([N+](=O)[O-])cc1)NCC2 (stereo not given) | 11% | -3% | -3%
O=C(O)Cn1nc(N2CCN(c3ccc(F)cc3)CC2)ccc1=O | -3% | . | -2%
C=CCNC(=O)c1ccc(C2SCC(=O)N2Cc2ccccc2)cc1 (stereo not given) | 9% | 4% | -2%
O=C(N/N=C/c1ccccc1OC(=O)c1ccc2c(c1)OCO2)c1cccc(F)c1 | -6% | 4% | -3%
O=C(O)c1ccc2c(c1)C(=O)N([C@@H](C(=O)O)C(c1ccccc1)c1ccccc1)C2=O | . | -2% | -3%
CCOc1ccc(C(=O)NC(C(=O)NCc2ccccc2OC)C(C)C)cc1 (stereo not given) | 6% | 10% | -1%
O=C(NC1CCCCC1)C1CCN(C(=O)NCc2ccccc2)CC1 | -7% | 1% | -4%
COc1cccc(CNC(=O)CCCCCNC(=O)N2CCn3c2nc2ccccc23)c1 | 10% | -5% | -8%
Cc1ccc(C(=O)C=CNNC(=O)c2ccccc2)cc1 | -15% | 8% | -9%
Additional structures
SMILES | FEN1 inhibitor | N370S GC mod | KAT2A inh
O=C(CNC(=O)c1cccs1)NCC(=O)OCc1ccccc1Br | 0% | -15% | -10%
O=C(NCCN1C(=O)S/C(=C\c2ccc(Cl)c(Cl)c2)C1=O)c1cnccn1 | 9% | 4% | -7%
CC(C)(C)C(=O)COC(=O)c1ccc(O)cc1 | -14% | -13% | -5%
CC(C)(C)OC(=O)CNC(=O)c1nc[nH]c1C(=O)NCc1ccccc1 | -1% | 3% | 2%
Cc1nc2ccc(NC(=O)Cc3cccc(F)c3)cc2s1 | -2% | -1% | 2%
CCN(CC)CCSc1nnc2c3ccccc3n(CCc3ccccc3)c2n1 | ? | -7% | -4%
Cn1nccc1NC(=O)c1nccnc1C(=O)O | 0% | 4% | -3%
O=C(CSc1cccc(C(F)(F)F)c1)Nc1ccc(N2CCOCC2)cc1 | 3% | . | 3%
c1ccc(Cn2nnc3c(N4CCC5(CC4)OCCO5)ncnc32)cc1 | 4% | -2% | -1%
COc1ccccc1N(CC(=O)NCCSCc1ccc(C)cc1)S(=O)(=O)c1ccccc1 | 3% | 2% | ?
Cc1nn(CC(=O)Nc2cccnc2N2CCOCC2)c(=O)c2ccccc12 | . | 1%[2.35 µM] | -2%
CC(C)Sc1ncc(Cl)c(C(=O)Nc2nc3ccc(S(C)(=O)=O)cc3s2)n1 | -4% | . | -14%
CCOC(=O)CC(=O)CSc1nc(-c2ccccc2)cc(-c2ccccc2)c1C#N | 2% | 5% | 2%
Cc1ccc(NC(=O)Cn2c(=O)n(CCc3ccccc3)c(=O)c3c4c(sc32)CCCC4)cc1C | -1% | . | -4%
CCn1c(SC(C)C)nnc1-c1cc(-c2ccccc2)sc1N | -5% | 3% | -2%
Cc1ccc(O)c(-c2n[nH]c3c2C(c2ccc(F)cc2)N(Cc2ccco2)C3=O)c1 (stereo not given) | -21% | . | -18%
O=C(c1ccc(=O)[nH]c1)N1CCN(S(=O)(=O)c2ccccc2)CC1 | 0% | 2% | -4%
CCCCOC(=O)Nc1ccc(C(N)=O)cc1 | 2% | 4% | -1%
COC(=O)c1sc(-c2ccccc2)cc1NC(=O)c1ccc(OC)cc1 | 0% | 17% | 0%
CCc1ccccc1NC(=O)CSc1nc(C)c(C(=O)Nc2ccccc2)c(-c2ccc(Cl)cc2)c1C#N | -10% | . | 2%
COc1ccc(NC(=O)c2ccco2)cc1NC(=O)C(C)(C)Oc1ccc(Cl)cc1 | -9% | . | -2%
Cc1ccc(NC(=O)NCc2c(C)nn(C)c2C)cc1Cl | -1% | 0% | -4%
O=C(CSc1nnc(COc2ccc(F)cc2)o1)N1CCCCC1 | 2% | -5% | -3%
CC(=O)Nc1ccc(C(=O)OCC(=O)N(Cc2ccccc2)C(C)(C)C)cc1 | 8% | 6% | -1%
CCN(CC)CCN(C(=O)c1ccc(C(=O)c2ccccc2)cc1)c1nc2ccc(OC)cc2s1 | -10% | -4% | -2%

Entries of single compounds as entered above. Order of screens: FEN1 inhibitor | N370S GC mod | KAT2A inh
CCn1c(SC(C)C)nnc1-c1cc(-c2ccccc2)sc1N in the list: -5% | 3% | -2%
COC(=O)c1sc(-c2ccccc2)cc1NC(=O)c1ccc(OC)cc1 in the list: 0% | 17% | 0%

An excerpt of these results, tab-delimited:
molecule	FEN1 inhibitor	N370S GC mod	KAT2A inh
COC(=O)c1sc(-c2ccccc2)cc1NC(=O)c1ccc(OC)cc1	0%	17%	0%
CC(C)(C)OC(=O)CNC(=O)c1nc[nH]c1C(=O)NCc1ccccc1	-1%	3%	2%
O=C(CSc1nnc(COc2ccc(F)cc2)o1)N1CCCCC1	2%	-5%	-3%

(further entries)
SMILES | FEN1 inhibitor | N370S GC mod | KAT2A inh
COc1ccccc1-n1cnnc1SCC(=O)NC1CCCC1 | -8% | . | -1%
Cc1cccc(NC(=O)C[n+]2ccccc2)c1 | -2% | -9% | -8%
CC(=O)Nc1nc2ccc(C(=O)NC3CCCCC3)cc2s1 | -6% | 9% | -3%
CN(Cc1cn(C)c2ccccc12)C(=S)Nc1cc(F)cc(F)c1 | 2% | 7% | -2%
CCn1c(SCC(=O)c2ccccc2)nnc1-c1cccc(Cl)c1 | -10% | . | -5%
COc1ccc(CCNC(=O)c2ccc(-n3c(C)cc4c3CCC(C)C4)cc2)cc1OC (stereo not given) | -3% | . | 0%
CC(=O)NCCC(=O)NCC1(N(C)Cc2ccccc2)Cc2ccccc2C1 | 23% | -7% | 0%
COc1ccccc1NC(=S)N1CCNC(=O)C1CC(=O)Nc1cccc(C)c1 (stereo not given) | 1% | 0% | -17%
Cc1ccc(-c2cc(-c3ccccc3)nc(Cl)n2)cc1 | -20% | 5% | 41%[activator]
CC1CN(C(=O)c2ccccc2NS(=O)(=O)c2ccc(Cl)cc2)CC(C)O1 (stereo not given) | -5% | . | 0%
Cc1ccccc1N=CC=C1OC(C)(C)C(C)(C)O1 | 3% | 12% | 2%
CCOC(=O)N1CCN(C(=O)CCc2nc3sc4c(c3c(=O)[nH]2)CCCC4)CC1 | -2% | -1% | -1%
CC1(C)CC(NS(=O)(=O)OCC(Cl)(Cl)Cl)c2cc(C#N)ccc2O1 (stereo not given) | -35% | -2% | 1%
Cc1cc(C(=O)NC2CCCCCC2)c2ccccc2n1 | -1% | . | -3%
CCC(=O)c1ccc(OCC(O)Cn2nc(C)cc2C)cc1 (stereo not given) | -6% | -3% | -3%
CN1CCN(CCCNC(=O)Nc2ccc([N+](=O)[O-])cc2)CC1 | 5% | 0% | 17%
COc1ccc(C2Nc3ccccc3C(=O)N2Cc2ccccc2)cc1COc1ccccn1 (stereo not given) | 0% | 27% | ?
CCOC(=O)c1ccccc1NC(=O)CSc1nccn1Cc1ccco1 | 17% | . | -5%
COc1ccc(Cl)cc1-c1nc(-c2ccncc2)no1 | -10% | 10% | 3%
Cc1nc2nc(C)c(CCC(=O)NCCC3=CCCCC3)c(C)n2n1 | -10% | -3% | -2%
Cc1cc(=O)n(-c2ccc(O)cc2)[nH]1 | -10% | -2% | -7%
COc1cccc(NC(=O)c2nn(C34CC5CC(CC(C5)C3)C4)cc2[N+](=O)[O-])c1 | 14% | ? | -9%
CC(NC(=O)COC(=O)c1nc(Cl)ccc1Cl)c1ccccc1 (stereo not given) | 6% | . | -7%
Cc1ccc(NC(=O)CN(C)S(=O)(=O)c2ccc3c(c2)n(C)c(=O)c(=O)n3C)cc1F | 7% | . | -2%
Cc1cc(Br)ccc1OCC(=O)NNC(=O)CCc1ccccc1 | 5% | -3% | -3%
Cc1cc(C)cc(OC2CCCCC2NS(=O)(=O)c2ccccc2)c1 (stereo not given) | -18% | 4% | -17%
O=C(c1cccc(F)c1)N1CCN(S(=O)(=O)c2ccc(C(F)(F)F)cc2)CC1 | -6% | -1% | 0%

Compound activity (PubChem BioAssay)
